TRAIL sens C8: caspase-8 TRAIL sensitization; inhibition (viability loss, TRAIL sensitization), % at 10 µM; NB7+C8 cells + TRAIL, ATPlite viability luminescence; AID 624354; actives 1% (n = 360,000);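 active means compounds causing at least 50% loss of cell viability in the single-dose screen, relative to plate controls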
HIF-2a block: HIF-2a inhibition; 786-0 RCC cells HIF-2a reporter, luciferase luminescence, overnight; inhibition, % at 18.8 µM; actives 0.72% (n = 360,000); AID 624352;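 active means inhibition of the luminescence signal of 40% or more relative to plate controls, in a single-dose primary screen at 18.75 µM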
hiPSC survival: hiPSC single-cell survival enhancement | AID 602274 | actives 0.044% (n = 360,000) | ATPlite luminescence; 100% = ROCK inhibitor wells, 0% = DMSO | survival enhancement, % at 20 µM; in the data active means survival enhancement above about 18%;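 further: cells exposed to compounds for 16 hours before the ATP read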
Shn3 3UTR inh: reduces Shn3 3'UTR luciferase signal in osteoblasts | actives 0.52% (n = 360,000) | Clone20 osteoblast Shn3 3'UTR firefly luciferase, 24 h | inhibition, % at 12.5 µM;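 active means mean inhibition of at least 75% with every replicate also reaching 75%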;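 further: 0% = median of neutral control wells and 100% = pilot-screen positive control compound; some compounds past the cut are filed as inactive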
EBV LMP1 NFkB: inhibitors of Epstein-Barr LMP1-induced NF-kappaB reporter; inhibition, % at 12.5 µM; LMP1-induced NF-kappaB luciferase reporter cells, luminescence; actives 0.69% (n = 350,000); in the data active means inhibition above about 41%;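 further: 0% = neutral control wells and 100% = reference inhibitor control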
MITF TRPM1 inh: MITF TRPM1 promoter inhibition in SK-MEL-5 cells; SK-MEL-5 TRPM1 promoter luciferase, 24 h; inhibition, % at 12.5 µM; actives 0.83% (n = 330,000);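 active means mean inhibition across replicates of 60% or more, whatever share of single replicates reaches that level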; further: values of inactives mirror those of a sister screen read the other way
KKLEB tox: CF airway cell cytotoxicity counter-screen; activity change (cytotoxicity), % at 5 µM; KKLEB CF airway cells viability, ATPlite luminescence, overnight; stronger effect = lower value; cells stimulated with P. aeruginosa culture filtrate; actives 0.36% (n = 360,000); AID 602141;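 active means corrected activity change at or below -50% at 5 µM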
Peg3 prom inh: reduces Peg3 promoter-driven luciferase expression in HeLa; AID 588405; HeLa PEG-Prom luciferase reporter, luminescence, overnight; inhibition, % at 20 µM; actives 1.7% (n = 360,000);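 active means inhibition of at least 50% at 20 µM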
NR2E3 ag-1: human photoreceptor-specific nuclear receptor agonism | Q9Y5X4 | CHO-S Gal4-NCOR/VP16-NR2E3 two-hybrid, luciferase | inhibition of corepressor binding, % at 3.98 µM | actives 0.35% (n = 360,000) | AID 602229;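 active means inhibition above the mean of all tested compounds plus 3 SD, cut at about 70% in these data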;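 further: 0% = DMSO with NR2E3 transfected cells and 100% = cells lacking NR2E3 construct; higher means lower luciferase signal from less NR2E3 corepressor binding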
Target sequence (Q9Y5X4 whole entry, looked up, the tested form may be a part): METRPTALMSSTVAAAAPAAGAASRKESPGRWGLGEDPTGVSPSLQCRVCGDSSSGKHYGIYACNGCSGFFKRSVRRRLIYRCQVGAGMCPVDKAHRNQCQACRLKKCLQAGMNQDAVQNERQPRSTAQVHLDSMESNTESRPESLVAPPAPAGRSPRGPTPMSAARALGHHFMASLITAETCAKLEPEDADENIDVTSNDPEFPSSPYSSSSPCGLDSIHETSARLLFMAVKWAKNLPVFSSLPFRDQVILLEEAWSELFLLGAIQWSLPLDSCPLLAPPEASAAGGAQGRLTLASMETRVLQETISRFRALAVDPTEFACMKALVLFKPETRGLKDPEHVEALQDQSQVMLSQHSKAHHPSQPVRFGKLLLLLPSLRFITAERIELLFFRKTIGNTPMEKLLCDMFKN
CF NFkB inh: inhibitors of cystic fibrosis induced NF-kB | KKLEB NF-kB-GFP reporter, PAF-induced, GFP fluorescence overnight | inhibition, % at 5 µM | actives 0.86% (n = 360,000) | AID 588850;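 active means at least 50% inhibition at 5 µM, scaled per plate between neutral and stimulator controls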;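 further: PAF is a Pseudomonas aeruginosa culture filtrate used as stimulus; plate controls were PAF-stimulated DMSO wells for no effect and unstimulated DMSO wells for full effect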
NR2E3 ag-2: NR2E3 (human) agonism. Q9Y5X4. GST-NR2E3/biotin-RetCOR TR-FRET, 1536-well. inhibition of corepressor binding, % at 4.78 µM. actives 0.12% (n = 320,000). AID 2300;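 active means percent inhibition above the cutoff of mean plus 3 SD of all tested compounds, set per screening campaign, cut at about 20% in these data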;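 further: 0% = DMSO wells and 100% = biotin wells as full block of FRET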
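Test system – NR2E3–RetCOR corepressor complex · Quantity – NR2E3 fusion 1.35 nM · Buffer or medium – Tris pH 7.5 · Incubation – Compound–protein incubation for 5 h at 4 °C · Technique – TR-FRET, Eu(K)-anti-GST donor, streptavidin-D2 acceptor, ex 340, em 617/671 nm · Evaluation – percent inhibition of 671/617 nm emission ratio versus biotin and DMSO controls · Plate – 1536-well format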
Active calls of the source: *; nt = not tested or not shown. Only part of the results is shown; rates above refer to the full screens.

molecule	Shn3 3UTR inh	MITF TRPM1 inh	NR2E3 ag-1	TRAIL sens C8	Peg3 prom inh	CF NFkB inh	NR2E3 ag-2	EBV LMP1 NFkB	HIF-2a block	hiPSC survival	KKLEB tox
Cc1cc(=O)n2nc(-c3ccc(C(F)(F)F)cc3)sc2n1	nt	-16	-44	20	-168	-14	-1	-1	-205	-2.3	11
Cc1ccc(C(C(=O)NCC2CCCO2)N(Cc2ccccc2F)C(=O)Cn2nnc(-c3cccs3)n2)cc1 (configuration not stated)	2	7	-14	13	10	-6	1	-4	13	-0.9	4
CC(=O)c1ccc(NC(=O)CSc2nc(N3CCOCC3)nc(N3CCOCC3)n2)cc1	-63	-12	-25	3	-121	-30	2	-10	-129	0.4	13
FC(F)(F)c1cc(Oc2ccccc2)nc(-c2ccccn2)n1	14	-11	1	4	4	18	1	3	7	1.1	-14
O=C(Cn1ncn2cccc2c1=O)N1CCCCC1	-3	3	-11	-2	9	-10	1	-2	2	-0.1	16
CSc1nc2[nH]c3c(c2c2ncnn12)CCCC3	1	10	2	32	15	20	0	-14	-12	-0.2	-9
Oc1ccc(C23CCCC2C2(CCCC2)c2ccc(O)cc2O3)c(O)c1 (configuration not stated)	20	5	-11	11	51*	19	3	-7	24	-0.2	1
S=c1[nH]nc(-c2ccc(Cl)cc2)n1/N=C/C=C/c1ccco1	-32	-10	-11	8	10	4	0	-8	2	-0.7	-6
CC(C)Cc1nnc(NC(=O)CCC(=O)N2CCN(c3ccc(F)cc3)CC2)s1	7	2	-23	-5	-10	6	-2	9	12	-0.4	-10
COc1nc2ccc(C)cc2cc1-c1noc(-c2ccccc2)n1	-5	-5	3	8	-22	7	2	-10	-17	-0.8	-3
CCCC(C)NC(=O)c1ccc(OCc2ccc(Cl)cc2)c(OC)c1 (configuration not stated)	1	9	6	-2	-27	0	2	9	-11	2.7	-1
CCOC(=O)c1c(NC(=O)CSc2nnc(C)s2)sc2c1CCC(C)C2 (configuration not stated)	10	-12	-34	7	5	1	0	0	11	-0.4	-17
NS(=O)(=O)c1ccc(CCNC(=O)C(=O)NCC2OCCN2S(=O)(=O)c2cccs2)cc1 (configuration not stated)	7	-5	-12	-18	10	-19	-1	0	7	-0.4	7
O=C(CCc1c[nH]c2ccccc12)N/N=C/c1ccc2c(c1)OCO2	6	-13	12	-5	-42	16	4	3	-7	0.4	-3
CN1CCC(NC(=S)NC2CC2)CC1	-10	-14	-35	0	9	-9	2	8	13	0.0	1
CCCCC(C(=O)OCC(=O)c1ccc(OC)cc1)N1C(=O)c2ccccc2C1=O (configuration not stated)	-11	-1	-16	-15	25	2	6	-9	10	0.3	-1
CS/C(N)=N/N=C/c1c(O)ccc2ccccc12	-66	-65	-95	26	-245	-1	0	-15	-278	-0.1	0
Nn1c(SCC(=O)Nc2ccc3c(c2)OCO3)nnc1-c1cccc(Cl)c1	-7	8	5	16	11	10	-4	-12	-2	-1.6	-6
Cc1ccc(C)c(SCC(=O)NCc2ccco2)c1	-12	2	-7	-9	11	-5	-5	-4	21	2.1	1
Cc1coc2c(C)c3oc(=O)c(CCC(=O)N[C@H](C(=O)O)C(C)C)c(C)c3cc12	5	nt	11	-13	16	13	nt	2	8	3.6	-5
C=CCNC(=O)/C=C/c1cccs1	-20	-1	0	-3	-12	16	0	-3	-3	4.2	-10
O=C(CC(=O)Nc1ccccc1C(=O)O)NNC(=O)Cc1ccccc1	3	-4	-13	-10	10	-1	-3	-8	14	-0.7	11
COC(CNC(=O)c1ccc2c(c1)nc(C)n2-c1cccc(C)c1)OC	0	-8	-11	-18	6	5	-3	2	11	-0.7	6
O=[N+]([O-])c1ccc(Nc2nc(NC3CCCCC3)nc(N3CCCC3)n2)cc1	4	2	5	5	18	-40	4	-25	18	-1.5	16
CCOC(=O)c1c(-c2ccccc2)oc2ccc(OCC(N)=O)cc12	9	-3	-16	0	19	-9	nt	-9	4	-0.7	-4
Cc1nc(Sc2ccc(Cl)cc2)c(C#N)c(C)c1[N+](=O)[O-]	nt	2	-16	0	18	24	0	21	9	-0.4	-23
Cc1c(NC(=O)CN2CCN(C(=O)c3ccco3)CC2)c(=O)n(-c2ccccc2)n1C	-1	8	0	-24	5	10	1	-9	2	-0.1	-4
COC(=O)c1ccc(OC(=O)c2cccnc2)cc1	-2	15	7	0	25	20	1	3	-2	-0.9	-4
Cc1ccccc1C(=O)NC(CC(C)C)C(=O)N1CCN(c2ccccc2)CC1 (configuration not stated)	13	7	3	-3	0	8	2	-3	11	0.1	11
CS(=O)(=O)CCC(C(=O)O)N1C(=O)c2ccc(Oc3ccc(Cl)cc3)cc2C1=O (configuration not stated)	12	-1	1	10	7	2	0	6	19	-0.1	-6

Single records, from the list above. Order of screens: Shn3 3UTR inh, MITF TRPM1 inh, NR2E3 ag-1, TRAIL sens C8, Peg3 prom inh, CF NFkB inh, NR2E3 ag-2, EBV LMP1 NFkB, HIF-2a block, hiPSC survival, KKLEB tox
Listed for `CCOC(=O)c1c(NC(=O)CSc2nnc(C)s2)sc2c1CCC(C)C2` (configuration not stated) : 10, -12, -34, 7, 5, 1, 0, 0, 11, -0.4, -17
Listed for `Cc1ccc(C)c(SCC(=O)NCc2ccco2)c1` : -12, 2, -7, -9, 11, -5, -5, -4, 21, 2.1, 1

Arranged by formula weight (low to high): part of the list above.
molecule	Shn3 3UTR inh	MITF TRPM1 inh	NR2E3 ag-1	TRAIL sens C8	Peg3 prom inh	CF NFkB inh	NR2E3 ag-2	EBV LMP1 NFkB	HIF-2a block	hiPSC survival	KKLEB tox
COC(=O)c1ccc(OC(=O)c2cccnc2)cc1	-2	15	7	0	25	20	1	3	-2	-0.9	-4
O=C(Cn1ncn2cccc2c1=O)N1CCCCC1	-3	3	-11	-2	9	-10	1	-2	2	-0.1	16
Cc1cc(=O)n2nc(-c3ccc(C(F)(F)F)cc3)sc2n1	nt	-16	-44	20	-168	-14	-1	-1	-205	-2.3	11
FC(F)(F)c1cc(Oc2ccccc2)nc(-c2ccccn2)n1	14	-11	1	4	4	18	1	3	7	1.1	-14
Cc1nc(Sc2ccc(Cl)cc2)c(C#N)c(C)c1[N+](=O)[O-]	nt	2	-16	0	18	24	0	21	9	-0.4	-23
Oc1ccc(C23CCCC2C2(CCCC2)c2ccc(O)cc2O3)c(O)c1 (configuration not stated)	20	5	-11	11	51*	19	3	-7	24	-0.2	1
O=[N+]([O-])c1ccc(Nc2nc(NC3CCCCC3)nc(N3CCCC3)n2)cc1	4	2	5	5	18	-40	4	-25	18	-1.5	16
Cc1coc2c(C)c3oc(=O)c(CCC(=O)N[C@H](C(=O)O)C(C)C)c(C)c3cc12	5	nt	11	-13	16	13	nt	2	8	3.6	-5
Nn1c(SCC(=O)Nc2ccc3c(c2)OCO3)nnc1-c1cccc(Cl)c1	-7	8	5	16	11	10	-4	-12	-2	-1.6	-6
CC(C)Cc1nnc(NC(=O)CCC(=O)N2CCN(c3ccc(F)cc3)CC2)s1	7	2	-23	-5	-10	6	-2	9	12	-0.4	-10
CC(=O)c1ccc(NC(=O)CSc2nc(N3CCOCC3)nc(N3CCOCC3)n2)cc1	-63	-12	-25	3	-121	-30	2	-10	-129	0.4	13
NS(=O)(=O)c1ccc(CCNC(=O)C(=O)NCC2OCCN2S(=O)(=O)c2cccs2)cc1 (configuration not stated)	7	-5	-12	-18	10	-19	-1	0	7	-0.4	7

The listing continues:
molecule	Shn3 3UTR inh	MITF TRPM1 inh	NR2E3 ag-1	TRAIL sens C8	Peg3 prom inh	CF NFkB inh	NR2E3 ag-2	EBV LMP1 NFkB	HIF-2a block	hiPSC survival	KKLEB tox
COc1ccc(N2C(=NC(=O)CCC3CCCC3)SC3CS(=O)(=O)CC32)cc1 (configuration not stated)	-16	-6	-9	-11	5	-6	3	-4	5	-0.3	13
Cc1nnc(Nc2ccc(C(=O)NCCO)cc2)c2ccccc12	-3	-4	-15	-10	9	5	-1	-2	13	-0.8	4
O=c1c(=NNc2ccccc2Cl)c(=O)c2ccccc12	-30	36	-24	77*	-6	-9	nt	24	-144	-5.4	-44
COc1ccc(C(C)(NC(C)=O)c2nc(-c3ccncc3)cs2)cc1 (configuration not stated)	7	nt	11	-6	-1	-14	nt	nt	20	-2.8	1
COc1cccc(C(=O)OCC(=O)c2c[nH]c3ccccc23)c1O	-32	-14	-74	12	-123	-10	-4	-8	-21	-0.1	-3
COc1ccccc1CN1C(=O)[C@H]2Cc3c([nH]c4ccccc34)C(C)(C)N2C1=O	6	19	30	48	34	5	0	1	10	-0.6	-8
Cc1cc([N+](=O)[O-])nn1CCCC(=O)N1CCN(c2ccc(F)cc2)CC1	0	1	8	3	5	14	3	3	11	-0.8	-5
Cc1ccccc1OCCNCC(C)O (configuration not stated)	-6	-15	14	-5	-8	43	1	-2	19	0.3	-5
CCOC(=O)C1CCN(CC(=O)Nc2cc(S(=O)(=O)N3CCOCC3)ccc2C)CC1	5	9	31	-10	2	-2	0	6	14	0.0	11
CC(O)(c1ccc(F)c(F)c1)c1nc(/C=C/c2ccccc2)cs1 (configuration not stated)	-13	nt	12	-3	4	15	nt	nt	-14	-1.0	-6
COc1cccc2c1C(=N)c1c(O)c3c(c(O)c1C2=O)CC(O)(C(C)=O)CC3OC1CC(N)C(O)C(C)O1 (configuration not stated)	92*	92*	-2	50	98*	-272	nt	53*	21	-2.0	-6
CCCOc1ccc(-c2nnc(N)s2)cc1	-56	-66	-78	38	-165	-14	4	-20	-163	-3.2	4
CSc1nc(O)c(C2OC(=O)c3ccccc32)c(=O)[nH]1 (configuration not stated)	-13	6	-13	3	14	-2	3	-12	8	3.8	6
CCN(CC)CCC(c1cc(OC)c(OC)c(OC)c1)c1c(O)cc(OC)cc1OC (configuration not stated)	-27	-20	12	-9	0	6	-2	7	12	-1.0	-1
CCOC(=O)C1=C(C)N=C2SC(C(=O)OC)=CC(=O)N2C1c1cccc(OC)c1 (configuration not stated)	-29	0	-26	-18	10	-3	1	3	-12	1.2	7
Cc1cccc(NC(=O)CSc2ccc(C(N)=O)cc2[N+](=O)[O-])c1C	-12	-6	-12	0	-4	14	0	12	11	0.5	-4
Cc1ccc2nc(NC(=O)CN(C)S(=O)(=O)c3cccc4nsnc34)sc2c1	24	13	-40	19	21	8	2	9	7	-3.3	-47
Cc1ccsc1C(=O)N(C)CC(=O)Nc1ccccc1Br	-16	-1	0	-5	4	-22	nt	-8	-8	-0.4	12
